Source: PubChem
CHOP UPR activ = apoptotic UPR (CHOP) activation | activation, % at 10 µM | CHO-CHOP luciferase reporter, luminescence; percent of tunicamycin response over DMSO baseline | 330,000 tested, 0.34% active;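 active = at 10 µM dose, activation of 40% or more, normalized to positive control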;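 note: 100% = tunicamycin at 10 µg/mL and 0% = DMSO alone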
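Assay system: CHO cells with stable CHOP pathway luciferase reporter; Buffer or medium: F12 plus 10% serum; Times: 16-18 h cell attachment, then 6 h compound exposure, 37 °C; Signal: luciferase luminescence; Read-out basis: percent activation relative to tunicamycin control; Control set: tunicamycin high control, DMSO low control.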
EBI2 antag = blocks human EBI2 receptor beta-arrestin signaling; 360,000 tested, 0.81% active; inhibition, % at 5 µM; EBI2 beta-arrestin recruitment, luminescence, 7a,25-OHC stimulated; P32249; in the data active = inhibition above about 38%;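 note: enzyme fragment complementation signal reports receptor beta-arrestin coupling in cells; 0% = agonist plus DMSO wells and 100% = wells without agonist; some results beyond the cut were filed as inactive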
Target sequence (P32249 whole entry, looked up, the tested form may be a part): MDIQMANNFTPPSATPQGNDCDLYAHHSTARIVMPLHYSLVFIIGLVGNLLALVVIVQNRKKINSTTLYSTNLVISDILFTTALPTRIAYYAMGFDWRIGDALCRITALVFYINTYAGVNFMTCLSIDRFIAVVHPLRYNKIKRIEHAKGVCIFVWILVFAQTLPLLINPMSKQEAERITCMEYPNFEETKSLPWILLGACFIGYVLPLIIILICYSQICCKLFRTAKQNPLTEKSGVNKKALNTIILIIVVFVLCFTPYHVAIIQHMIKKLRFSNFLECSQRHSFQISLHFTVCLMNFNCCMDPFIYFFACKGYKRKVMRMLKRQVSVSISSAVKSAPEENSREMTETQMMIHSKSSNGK
tim23-1 inh = inhibits growth of tim23-1 mutant yeast; S. cerevisiae tim23-1 growth, BacTiter-Glo luminescence, 24 h; inhibition, % at 20 µM; 330,000 tested, 1.3% active; AID 463212;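 active = growth inhibition of the mutant yeast at or above 50%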;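 note: temperature-sensitive mutant grown at 25 °C; plate controls were DMSO-treated mutant yeast for no effect and medium wells lacking yeast for full effect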
APJ agonist = activates the human apelin receptor APJ. P35414. CHO-K1 APJ PathHunter beta-arrestin, luminescence; 0% DMSO wells, 100% apelin. activation, % at 20 µM. 330,000 tested, 0.11% active. AID 2520;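 active = activation more than six SD over the plate average, tested at 20 µM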;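 note: 0% = DMSO alone and 100% = apelin-13 at 10 nM; some results filed as inactive read as strong as hits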
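Material: engineered CHO-K1 APJ arrestin reporter cells; amount: 1000 CHO-K1 reporter cells seeded per well; incubation: compound stimulation 90 min at 25 °C, detection 60 min; signal: luminescent beta-gal fragment complementation, chemiluminescent substrate; read-out basis: APJ agonist activity; controls: DMSO-only wells as negative, 10 nM Apelin-13 as positive control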
CCR6 antag = CCR6 (human) receptor antagonism; 340,000 tested, 0.49% active; AID 493098; CHO-K1 CCR6 PathHunter beta-arrestin, luminescence, CCL20-stimulated; inhibition, % at 20 µM;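 active = compounds whose inhibition of the agonist-driven luminescence signal at 20 µM reaches about 50%, limit read from the data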;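 note: cells stimulated with CCL20 at 14 nM final; plate controls were DMSO with CCL20 for no effect and DMSO without agonist for full effect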
Mdm2-MdmX inh = disrupts the human Mdm2-MdmX interaction | O15151+Q00987 | SaOS-2 split-luciferase Mdm2/MdmX complementation, luminescence | inhibition, % at 8 µM | 330,000 tested, 3% active | AID 485346;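 active = inhibition of at least 50% at 8 µM in the primary screen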
APJ antagonist = blocks the human apelin receptor APJ | 330,000 tested, 0.32% active | CHO-K1 APJ beta-arrestin complementation, luminescence | inhibition, % at 20 µM | P35414;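 active = inhibition above about 40% at 20 µM, limit read from the data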;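 note: cells challenged with 10 nM apelin-13 agonist together with compound; plate controls were apelin-13 plus DMSO wells for no effect and DMSO wells lacking apelin-13 for full effect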
UPR XBP1 act = adaptive UPR (XBP1) activation. CHO-XBP1 luciferase reporter, IRE1-XBP1 UPR activation, luminescence; percent of tunicamycin response, DMSO as zero. activation, % at 20 µM. 330,000 tested, 0.33% active. AID 463104;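 active = versus positive control, 20 µM dose yields 30% or more activation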;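 note: 100% = tunicamycin at 10 µg/mL and 0% = DMSO only wells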
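incubation = overnight seeding at 37 °C, 6 h compound treatment at 37 °C | assay system = CHO-XBP1 cells stably carrying IRE1-XBP1-driven luciferase reporter | input = 1000 cells per well | detection = luciferase luminescence | dosing = single point, 20 µM final compound, 1% DMSO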
CXCR6 inh = inhibitors of human CXCR6 receptor; O00574; CHO-K1 PathHunter CXCR6 beta-arrestin, luminescence; inhibition, % at 20 µM; 360,000 tested, 0.36% active; AID 602244; in the data active = inhibition above about 34%, passing the limit was not always enough;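 note: antagonist mode with CXCL16 agonist at 10 nM final; 0% = 10 nM CXCL16 with DMSO and 100% = unstimulated wells without agonist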
Target sequence (O00574 whole entry, looked up): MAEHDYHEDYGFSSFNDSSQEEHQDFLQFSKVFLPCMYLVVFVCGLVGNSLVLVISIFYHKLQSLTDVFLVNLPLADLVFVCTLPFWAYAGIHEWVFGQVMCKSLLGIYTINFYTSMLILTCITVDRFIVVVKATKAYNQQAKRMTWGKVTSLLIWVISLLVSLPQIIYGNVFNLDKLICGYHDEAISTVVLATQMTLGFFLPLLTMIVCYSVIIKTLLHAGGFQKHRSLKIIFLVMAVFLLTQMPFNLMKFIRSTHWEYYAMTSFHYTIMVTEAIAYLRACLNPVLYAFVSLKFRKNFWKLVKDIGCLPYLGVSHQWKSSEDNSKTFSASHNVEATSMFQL
Numbers without * were called inactive.

entry	SMILES	CHOP UPR activ	UPR XBP1 act	CCR6 antag	EBI2 antag	tim23-1 inh	CXCR6 inh	APJ agonist	Mdm2-MdmX inh	APJ antagonist
1	N#C/C(=C\c1ccc(N2CCOCC2)o1)C(=O)NC1CCCCC1	2.0	2	13	2	15	5	-5	9	2
2	Cc1cc(C)cc(N(CCC#N)C(=O)COC(=O)CNC(=O)c2sc3ccccc3c2Cl)c1	0.6	-4	-6	1	5	-4	-3	16	-13
3	C=Cn1cc[n+](CC(=O)c2ccc(C)cc2)c1	2.7	2	4	-2	5	-8	-2	2	-11
4	Cc1ccc(C(=O)NCC(=O)N2CCCCCCC2)cc1	1.7	2	7	-3	4	0	-4	9	13
5	COc1ccc(OC)c(-c2csc(NC(=O)Cc3ccccc3OC)n2)c1	2.0	-2	-1	11	40	5	4	-2	4
6	COc1ccc([C@H]2CC(=O)C=C(/C=C/Cc3ccccc3)C2)cc1	2.9	3	24	14	48	0	-1	29	3
7	CCOC(=O)c1c(NC(=O)CSc2ncn[nH]2)sc(C)c1C	0.6	-1	-4	-7	24	-10	0	19	7
8	C=CCNC(=S)N/N=C/c1cn(-c2ccccc2)nc1-c1ccc(OC)cc1	3.5	2	-18	45*	-5	10	2	51*	-17
9	CC1CN(C(=O)c2ccc(Oc3ccccc3)cc2)CC(C)O1 (stereo unspecified)	-0.3	1	10	-1	21	2	-5	1	-28
10	O=c1c2c(ncn2C2CCCC2)n(Cc2ccccc2)c(=O)n1CCOc1ccccc1	3.2	-2	11	6	19	7	-4	-12	-5
11	O=C(Nc1cccc(Br)c1)/C(=C\c1cccnc1)NC(=O)c1ccco1	-2.0	-2	-5	-6	5	1	-3	2	8
12	CNC(=O)Nc1ccc2nc(C)oc2c1	0.0	-1	1	-5	2	-10	5	3	-10
13	CCN(Cc1ccccc1)C(=O)Cc1ccc(OC)c(S(=O)(=O)N2CCOCC2)c1	0.6	-3	3	-2	8	-2	-1	4	1
14	O=c1c2c(n3nnnc3n1-c1ccccc1)-c1ccccc1CC21CCCC1	-0.8	1	4	8	16	-2	-6	11	18
15	CCCc1c(C)nc2ccccc2c1SCCC#N	-1.4	-5	8	6	-10	-7	-3	40	5
16	Cc1cc(=O)c2cc(Cl)ccc2[nH]1	-0.2	-4	-1	-1	-14	-2	0	-35	16
17	COc1ccc(-c2nc(Cn3c(SCc4ccc(F)cc4)nc4ccncc43)c(C)o2)cc1OC	8.4	-1	10	17	15	8	0	23	2
18	CC(=O)NCCCc1c[nH]c2ccc(Cl)cc12	0.4	0	7	6	-8	4	1	15	-4
19	O=C(Nc1ccccc1[N+](=O)[O-])c1nc[nH]c1C(=O)NCCO	2.6	2	8	-11	26	1	1	-7	7
20	CN(C(=O)CSc1nnnn1-c1ccc(Cl)cc1)C1CCS(=O)(=O)C1 (stereo unspecified)	-0.1	4	8	-4	-5	3	-3	13	-1
21	Cc1cc(C)c(C)c(S(=O)(=O)N2CCN(C(=O)CNC(=O)c3ccco3)CC2)c1C	-2.4	-5	1	-9	13	-1	-3	10	-14
22	COc1ccc(C2SCC(C(=O)NCc3ccc(F)cc3)N2C(C)=O)cc1 (stereo unspecified)	0.0	-2	22	1	-5	-6	-3	5	1
23	CN(C)CCN(C(=O)c1ccc(S(=O)(=O)N(C)c2ccccc2)cc1)c1nc2cc3c(cc2s1)OCCO3	0.7	2	7	6	20	2	-6	-11	6
24	Cc1ccccc1Cn1cccc1/C=C1/C(=N)N2C=CSC2=NC1=O	8.6	-4	25	9	-13	9	0	26	-1
25	CC1=Nc2ccccc2N=C(NC(=O)CN2CCN(c3ccc(F)cc3)CC2)C1c1ccccc1 (stereo unspecified)	0.7	-7	12	18	14	2	-1	19	20
26	O=C1CCc2cc(S(=O)(=O)N3CCN(Cc4ccc5c(c4)OCO5)CC3)ccc2N1	1.9	-2	-8	-6	1	-13	-5	11	4
27	COC(=O)Cn1c(CN2CCN(c3ccc(F)cc3)CC2)nc2c1c(=O)n(C)c(=O)n2C	1.0	-2	7	-2	14	-4	2	5	5
28	COc1ccc(C(C(=O)NC(C)(C)C)N(Cc2ccco2)C(=O)CCC(=O)Nc2cc(C)on2)cc1 (stereo unspecified)	0.8	-1	0	4	20	2	2	4	-2
29	CC(C(=O)Nc1cc(Cl)cc(Cl)c1)N1CCCC1 (stereo unspecified)	1.5	-3	6	-2	12	-7	1	-4	2
30	CCCCNC(=O)c1onc(CSc2ccncc2)c1C(=O)NCCCC	0.0	0	13	12	40	-1	4	12	1

Random excerpt: 3 compounds from above.
entry	SMILES	CHOP UPR activ	UPR XBP1 act	CCR6 antag	EBI2 antag	tim23-1 inh	CXCR6 inh	APJ agonist	Mdm2-MdmX inh	APJ antagonist
28	COc1ccc(C(C(=O)NC(C)(C)C)N(Cc2ccco2)C(=O)CCC(=O)Nc2cc(C)on2)cc1 (stereo unspecified)	0.8	-1	0	4	20	2	2	4	-2
25	CC1=Nc2ccccc2N=C(NC(=O)CN2CCN(c3ccc(F)cc3)CC2)C1c1ccccc1 (stereo unspecified)	0.7	-7	12	18	14	2	-1	19	20
29	CC(C(=O)Nc1cc(Cl)cc(Cl)c1)N1CCCC1 (stereo unspecified)	1.5	-3	6	-2	12	-7	1	-4	2

Later entries
entry	SMILES	CHOP UPR activ	UPR XBP1 act	CCR6 antag	EBI2 antag	tim23-1 inh	CXCR6 inh	APJ agonist	Mdm2-MdmX inh	APJ antagonist
31	Cc1cc(=O)[nH]c(SCC(=O)N2CCc3ccccc3C2)n1	-1.7	0	-12	-2	-6	-7	-3	2	18
32	CCN(CC)CCN1C(=O)C(=O)/C(=C(/O)c2ccc(S(=O)(=O)N3CCOCC3)cc2)C1c1ccccc1 (stereo unspecified)	1.2	-6	3	1	-2	-2	2	-16	5
33	CC1CCCCC12NC(=O)N(CC(=O)OCc1ccccc1F)C2=O (stereo unspecified)	-1.7	-1	2	-10	23	-12	-5	-4	-3
34	c1ccc(-c2onc3c2CCCC3)cc1	6.5	2	-9	3	10	4	6	4	4
35	O=C1NC(c2ccccc2O)Nc2ccccc21 (stereo unspecified)	1.4	3	12	-5	18	-27	-4	-15	-22
36	O=C(Nc1nnc(C2=COCCO2)o1)c1cccc(Br)c1	-0.7	-5	6	-10	4	6	-2	17	15
37	COc1ccc(NC(=S)Nc2ccc(OCc3ccccc3)cc2)c(OC)c1	0.2	-1	9	3	27	10	-4	-17	0
38	O=C1c2ccccc2C(=O)N1CCCCN(C(=O)c1ccc([N+](=O)[O-])cc1)c1ccc(Cl)cc1	0.6	-3	-19	38	4	5	-5	-6	10
39	CN(c1ccccc1)S(=O)(=O)c1cccc(Cl)c1Cl	-0.1	-8	3	16	-4	7	-3	2	-19
40	CCOc1ccccc1CN1CCC(Oc2cccc(C(=O)NCCOC)c2)CC1	1.1	-1	7	8	-10	1	-4	16	8
41	COC(=O)c1ccc(OCC2NCCc3cc(OC)c(OC)cc32)cc1 (stereo unspecified)	-1.1	0	-4	7	25	3	-1	20	7
42	Cc1cc(OCC(F)(F)C(F)(F)C(F)(F)C(F)F)nc(N)n1	2.6	2	5	-19	20	-4	-2	3	-5
43	Cc1ccc(S(=O)(=O)N2CCC(C(=O)C3C(=O)CCCC3=O)CC2)cc1	-0.4	-3	10	-9	18	-4	-3	-2	-9
44	C/C(CC(=O)Nc1ccccn1)=N\NC(=O)c1ccccc1O	1.3	0	3	9	1	-4	-2	40	3
45	O=C(Nc1cc(S(=O)(=O)N2CCOCC2)ccc1N1CCCC1)c1cnccn1	-0.2	-1	6	-9	3	-7	-4	-23	4
46	CCOC(=O)CSc1cc(C(F)(F)F)nc(-c2ccccn2)n1	0.2	0	3	-3	13	13	-3	17	-2
47	CCOc1ccccc1C(=O)NCC(=O)N1CCC(C)CC1	3.1	1	9	-3	8	4	-2	17	1
48	CN(Cc1cnn(C)c1)C(=O)C1CCC(=O)N(Cc2ccc(Cl)cc2)C1 (stereo unspecified)	-1.2	-5	6	2	-5	-6	1	15	17
49	COc1cccc(NC(=S)Nc2ccc(F)cc2)c1	0.5	0	1	1	0	-7	-2	1	-1
50	CCN(CC)CCN(C(=O)/C=C/c1cccs1)c1nc2ccc(F)cc2s1	-0.3	-5	-7	6	25	-1	-2	52*	-7
51	CCC(=O)N1CN(S(=O)(=O)c2ccc(C)cc2)CC1C (stereo unspecified)	-1.6	0	6	-2	10	4	-3	17	-2
52	O=C(c1ccccc1)C1C(c2ccccc2)C1[N+](=O)[O-] (stereo unspecified)	0.3	0	14	4	9	-9	-1	-3	-12
53	COCc1[nH]nc2c1C(c1cccc(OC)c1)C(C#N)=C(N)O2 (stereo unspecified)	-2.0	-1	6	-8	10	5	0	-9	23
54	CC1CN(C(=O)CSc2ncnc3sccc23)CC(C)O1 (stereo unspecified)	0.4	-1	4	11	16	5	-4	8	0
55	CC(C)n1cc(C(=O)N2CCCC(Nc3ccc(F)c(F)c3)C2)cn1 (stereo unspecified)	1.5	-2	8	-3	-8	1	-3	2	1
56	CCOc1ccc(CCNc2ccc3nnc(-c4ccccc4)n3n2)cc1OCC	0.6	-4	7	16	6	0	1	38	-54
57	COc1ccc(C2c3cc(OC)c(OC)cc3CCN2C2CC(=O)N(c3ccccc3)C2=O)cc1OC (stereo unspecified)	0.3	-2	3	-7	-2	-6	-4	-6	12

These rows are one share of the data (hit frequency here may not be typical).
